TbREL1 inh: TbREL1 inhibition, primary screen; P86926; TbREL1 RNA ligation, FRET fluorescence; inhibition, % at 9.66 µM; 89,000 compounds, 0.49% hits;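 active = inhibition above the mean inhibition across all screened compounds plus 3 SD, cut at about 11% in these data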;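 note: 0% = plate median of test wells and 100% = NSC42067 control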
Target sequence (P86926 whole entry, looked up): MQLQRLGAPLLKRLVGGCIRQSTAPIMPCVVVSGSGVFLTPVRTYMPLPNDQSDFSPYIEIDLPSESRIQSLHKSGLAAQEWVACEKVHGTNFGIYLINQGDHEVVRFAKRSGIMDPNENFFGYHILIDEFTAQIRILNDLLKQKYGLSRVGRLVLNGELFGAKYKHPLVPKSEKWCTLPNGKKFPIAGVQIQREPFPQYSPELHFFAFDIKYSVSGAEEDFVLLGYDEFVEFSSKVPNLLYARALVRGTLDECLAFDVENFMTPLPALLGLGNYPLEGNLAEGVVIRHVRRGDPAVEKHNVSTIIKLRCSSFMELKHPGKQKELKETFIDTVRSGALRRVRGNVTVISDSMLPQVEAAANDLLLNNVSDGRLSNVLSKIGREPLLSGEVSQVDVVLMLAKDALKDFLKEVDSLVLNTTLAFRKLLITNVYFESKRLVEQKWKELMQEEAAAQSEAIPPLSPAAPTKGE
Starred values were filed as active, the others as inactive. This is a subset. The share of hits here may be higher or lower than overall.

TbREL1 inh | molecule
0 | Cc1ccc(CNC(=O)C2CCCCC2C(=O)O)cc1 (stereo unspecified)
-1 | O=C(O)c1cc(-c2ccccc2Cl)n[nH]1
1 | O=C(O)C1Cc2ccccc2CN1S(=O)(=O)c1ccccc1 (stereo unspecified)
3 | O=C(CSCc1cccc(Br)c1)N/N=C/c1ccc2c(c1)OCO2
-3 | O=C(COC(=O)c1ccccc1C(=O)OCC(=O)NCCc1c[nH]c2ccccc12)NCCc1c[nH]c2ccccc12
-1 | COc1ccc(C2C(C(=O)N3CCN(C=O)CC3)CC(=O)N2c2ccc(OC)cc2)cc1 (stereo unspecified)
0 | COC(=O)c1ccc(C(=O)OC)c(NS(C)(=O)=O)c1
0 | COc1ccc(C(=O)Nc2nnc(-c3cccs3)s2)cc1
1 | CCOc1ccc(S(=O)(=O)N2CCC(C(=O)Nc3cccc(NC(C)=O)c3)CC2)cc1
-3 | Cc1cccc(NC(=O)CN2C(=O)COc3ccc(Cl)cc32)c1C
0 | CC1CCCC(NC(=O)c2cc(S(=O)(=O)N3CCOCC3)ccc2F)C1C (stereo unspecified)
7 | Cc1cc(=O)[nH]c2c(C)cc(S(=O)(=O)N3CCOCC3)cc12
3 | Cc1nn(-c2ccccc2)c(C)c1S(=O)(=O)O
-2 | CC(C)CC(OC(=O)CC1Sc2ccccc2NC1=O)C(=O)NC1CCCC1 (stereo unspecified)
1 | CC(C)(C)OC(=O)N[C@H](C(=O)OC(C)(C)C)c1ccc2ccccc2c1
-2 | CCn1c(COc2cccc(C)c2)nnc1SCC(=O)CC(=O)Nc1ccccc1OC
-2 | CCN1CCN(C(=O)c2sc3nc(C)nc(N4CCC(C)CC4)c3c2C)CC1
-3 | COc1cccc(CC2(CO)CCN(C(=O)NC3CCCCC3)CC2)c1
-4 | Cc1ccc2nc(-c3ccsc3)c(NC3CCCC3)n2c1
4 | COc1ccccc1NC(=O)C1CCOC1=O (stereo unspecified)
2 | CCN(C(=O)COC(=O)/C=C/c1cccc(Br)c1)C1CCS(=O)(=O)C1 (stereo unspecified)
0 | Cc1cc(NC(=O)CSc2ccc(-c3ccccc3)nn2)no1
-3 | COc1ccc(-c2ccc(CCC(=O)O)n2CC2CCCO2)cc1 (stereo unspecified)
3 | COc1cc2ccccc2cc1C(=O)NCCCN1CCOCC1
-5 | COc1cccc(C2C3=C(CC(C)(C)CC3=O)Nc3cc4c(cc32)OCO4)c1 (stereo unspecified)
-2 | COCCCN1C(=O)C(=O)/C(=C(/O)c2ccc(OC)cc2)C1c1cccc(OC)c1 (stereo unspecified)
1 | O=C(NCc1cccnc1)c1cc(C2CCCCN2S(=O)(=O)c2ccc(F)cc2F)on1 (stereo unspecified)
3 | CCn1c(CNC(=O)c2ccccc2OC)nnc1SCC(=O)c1ccc(F)cc1
-2 | CCC(=O)N1CCN(c2ccc(NC(=O)c3ccc4ccccc4c3)cc2)CC1
0 | CC(C)C[C@H]1CN([C@@H](Cc2ccccc2)CN2CCC[C@@H]2CN2C(=O)C(=O)NC[C@@H]2Cc2ccccc2)C(=O)C(=O)N1CCc1ccccc1
4 | CC1(C)OC(=O)C(=NNc2ccc(Cl)cc2)C(=O)O1
0 | CCn1c(Cc2ccccc2)nnc1SCC(=O)NC1CCCC1
0 | CN(C(=O)c1cccc(NC(=O)Cc2ccc(NC(=O)C3CCN(C(=O)C4CCCCC4)CC3)cc2)c1)C1CCCCC1
-3 | Cn1c(NCCc2ccncc2)nc2cc(-c3ccsc3)sc2c1=O
5 | NS(=O)(=O)c1ccc(-c2ccc(/C=C3\SC(=S)N(C4CCS(=O)(=O)C4)C3=O)o2)cc1 (stereo unspecified)
3 | C=CCNc1c2c(nc3ncnn13)CC(C)CC2 (stereo unspecified)
-2 | CC1CCN(S(=O)(=O)c2ccc3c(c2)oc(=O)n3C)CC1
10 | COC(=O)/C=C1\SC(=NC(=O)c2ccc(C)cc2)NC1=O
1 | CC(C)Nc1nc(-c2ccccc2)nnc1-c1ccccc1
-2 | CCC1(C)C(Nc2c(C)cccc2C)=NC(=S)N1c1ccc(NC(C)=O)cc1 (stereo unspecified)
2 | CCn1c(CNC(=O)c2ccccc2Br)nnc1SCC(=O)Nc1nncs1
-2 | N#Cc1ccc(C(=O)OCC(=O)Nc2cccc(S(=O)(=O)NC3=NCCC3)c2)cc1
1 | CCCS(=O)(=O)NC(=O)C1(C)CCCN(C(=O)c2cccc3ccccc23)C1 (stereo unspecified)
5 | O=C(O)c1cccc(Oc2ccc([N+](=O)[O-])cc2)c1
4 | COc1ccc(C2CC3CN(C4CCCCC4)C(=O)C3N2C)cc1 (stereo unspecified)
-3 | Cc1ccc(S(=O)(=O)N(C)CC(=O)Oc2ccc(-c3nnco3)cc2)cc1
-1 | CCc1ccc2[nH]c(=O)c(CN(CCCN3CCOCC3)C(=O)Nc3ccccc3)cc2c1
6 | FC(F)(F)c1cccc(Cn2nnnc2-c2ccc(Cl)cc2)c1
0 | O=C(CCC(=O)OCC(=O)c1ccc(C(F)(F)F)cc1)OCC(=O)c1ccc(C(F)(F)F)cc1
3 | O=C(C[n+]1ccccc1)N/N=C/c1ccccc1[N+](=O)[O-]
2 | CN(CCCNC(=O)C1CCN(S(=O)(=O)c2cccc3nsnc23)CC1)Cc1ccccc1
0 | O=C(CCNC(=O)c1ccc(Br)cc1)NC1CCCCCC1
-1 | COCCN1C(=O)C(=O)/C(=C(/O)c2cccc(OC)c2)C1c1ccc(C)o1 (stereo unspecified)
5 | Cc1c(N2C(=O)CSC2c2ccco2)c(=O)n(-c2ccccc2)n1C (stereo unspecified)
-2 | COc1ccc(S(=O)(=O)N2CCCCCC2)cc1C(=O)N1CCN(c2ccc(F)cc2)CC1
0 | Cc1[nH]c(C)c2c(=O)[nH]ncc12
-4 | Cc1cccc(N2CC(C(=O)Nc3ccc(S(=O)(=O)Nc4nccs4)cc3)CC2=O)c1C (stereo unspecified)
2 | N#C/C(=C\c1ccc(OCc2ccccc2)cc1)C(=O)Nc1ccc(C(=O)O)cc1
-3 | CCN1CCN(CCNC(=O)Nc2ccc([N+](=O)[O-])cc2)CC1
2 | O=C(NCc1ccccn1)Nc1ccccc1C(F)(F)F

The results go on.
TbREL1 inh | molecule
-2 | COc1ccc2[nH]c(C)c(C(=O)CN3CCN(C/C=C/c4ccccc4)CC3)c2c1
-5 | COc1ccc(Cl)cc1NC(=S)N1CCCC1
-1 | COc1ccc(CCNC(=O)c2ccc(CS(=O)(=O)c3ccc(Cl)cc3)o2)cc1OC
3 | Cc1[nH]c2ccccc2c1SCC(=O)N1CCCCC1
0 | COc1ccccc1CNS(=O)(=O)c1cc(C(=O)N(C)Cc2cccnc2)c(Cl)cc1Cl
-2 | CC[C@@H]1[C@H]2CCCC(=O)N3CC[C@@H](C[C@H]1O)[C@@H]23
-3 | COc1ccc(CC(=O)NCC(=O)N/N=C/c2c[nH]c3ccccc23)cc1
3 | COc1ccc(C(C)=O)cc1CC(=O)NCCCn1ccnc1
1 | CCOc1cc(-c2noc(CCC(=O)N3CCOCC3)n2)ccc1OC
-4 | CN(C)[C@@H]1CCN(c2ccc3c(c2)O[C@H]2CCN(C2)S3(=O)=O)C1
1 | Cc1nn(C(C)C(=O)NCc2ccccc2Cl)c(=O)c2c1sc1ccccc12 (stereo unspecified)
-1 | CSc1nc2c(cc1C#N)CCC2
-4 | COc1ccc(-n2c(Cc3cccn3C)nnc2SCC(=O)Nc2cccc(F)c2)cc1
2 | CC(NC(=O)c1cccc(S(=O)(=O)N(C)C)c1)c1nc2ccccc2[nH]1 (stereo unspecified)
2 | CC(=O)Nc1ccc(NC(=O)Cn2c(=O)n(-c3ccc(C)cc3)c(=O)c3oc4ccccc4c32)cc1
2 | C[C@H](C(O)c1ccccc1)N(C)C(=O)CN (stereo partly specified)
5 | Brc1ccc(-c2noc(COc3ccc4c(c3)CCC4)n2)o1
4 | CC(NC(=O)c1ccco1)C(=O)N1CCCCC1 (stereo unspecified)
-1 | CCCCNC(=O)C1(C)CCCCCN1Cc1cc2ccccc2o1 (stereo unspecified)
2 | CN(NC1OC(=O)c2ccccc21)c1ncc(C(F)(F)F)cc1Cl (stereo unspecified)
-2 | N#Cc1cccc(NC(=O)NCCc2c[nH]c3ccccc23)c1
0 | O=C(NCC(=O)N(c1ccc(F)cc1)C(C(=O)NC1CCCCC1)c1ccncc1)c1ccco1 (stereo unspecified)
2 | COc1cc(Nc2c3ccccc3nc3ccccc23)cc(OC)c1OC
-3 | COc1ccc(/C=C\C(=O)c2c(O)ccc3c(C)cc(=O)oc23)cc1OC
5 | COc1ccc(OCc2nnc(SCC(=O)Nc3nnc(C4CC4)s3)n2C)cc1
-3 | Cc1c(C2(O)CCCCC2)[nH]c2ncccc12
2 | CCOC(=O)c1c(NC(=O)CC)sc(C(=O)NC2CCCC2)c1C
2 | O=C(c1ccco1)N1CCN(Cc2cccc3ccccc23)CC1
0 | COc1ccc2cc(C(=O)NCC(=O)O)sc(=O)c2c1OC
5 | O=C(CSc1nnc(-c2ccccc2)n1Cc1ccco1)Nc1ccc(OCc2ccccc2)cc1
-2 | Cc1ccc(OCCNC(=O)CNC(=O)c2ccc(C)c(C)c2)cc1
-1 | Cc1nnc(NC2(C(F)(F)F)C(=O)Nc3c2c(=O)n(C)c(=O)n3C)s1 (stereo unspecified)
3 | Cc1ccc(S(=O)(=O)NC(=O)C2(C)CCN2C(=O)Cc2ccc(Cl)cc2Cl)cc1 (stereo unspecified)
-3 | C[C@@H](C(=O)NCc1ccccn1)[C@H]1C[C@]1(C)[C@H](NC(=O)OCc1ccccc1)c1ccccc1
4 | CC(=O)C[C@H]1c2cc(C(F)(F)F)ccc2S(=O)(=O)N1Cc1ccccc1
0 | COC(=O)c1cc(OC)c(OC)cc1NC(=S)Nc1cccc(C(C)=O)c1
-1 | Cc1ccccc1NC(=O)Cc1nc(COC(=O)c2cc(Br)ccc2O)cs1
2 | COCCN1C=C(C(=O)OC)C(c2ccc(Cl)cc2)C(C(=O)OC)=C1
5 | COc1ccc(C2C(C#N)=C(C)NC3=C2S(=O)(=O)c2ccccc23)cc1 (stereo unspecified)
3 | Cc1cc(CNC(=O)COc2cc(F)ccc2[N+](=O)[O-])c2ccccc2n1
-7 | COc1ccc(CCNC(=S)NCCc2c[nH]c3ccccc23)cc1
3 | Cc1ccc(N(C(=O)Cn2nnc(-c3ccc(F)cc3)n2)C(CC(C)C)C(=O)NCC2CCCO2)cc1 (stereo unspecified)
-2 | CCC1=C(OC(=O)N(CC)CC)N2C(=O)OC(=NCC(=O)OC)[C@]2(Cc2ccccc2)[C@H]2C1=CC[C@H]1C(=O)NC(=O)[C@H]12
2 | NC(=O)c1ccsc1NC(=O)c1ccc(S(=O)(=O)N2CCCCC2)cc1
0 | Cc1cccc(C)c1NC(=O)C(CCc1ccccc1)N1CCN(CCN(C)C)CC1 (stereo unspecified)
2 | O=C(Nc1c(Cl)cccc1Cl)C1CCC1
-3 | Cc1ccc(CS(=O)(=O)c2ccccc2-c2nnc(-c3ccc(Cl)cc3)o2)cc1
-1 | O=C(c1ccc(S(=O)(=O)Nc2ccccc2Cl)cc1)N1CCOCC1
0 | Cc1cccc(N=C(N2CCOCC2)P(=O)(N2CCOCC2)N2CCOCC2)c1
0 | CS(=O)(=O)c1ccc(CNC(=O)C2(C(F)(F)F)C/C(=C/CCO)CCCO2)cc1 (stereo unspecified)
-1 | COc1ccc(/C=C/C(=O)c2ccc([N+](=O)[O-])o2)cc1
0 | Cc1ccc(Nc2nc(C)nc3c2oc2ccccc23)cc1
3 | CC(C)[C@@H](NC(=O)OC(C)(C)C)c1cc(C(=O)c2c(-c3ccccc3)[nH]c3ccccc23)c(N)s1
3 | O=C(Nc1cccc(C(F)(F)F)c1)C1Cc2c(-c3ccccc3Oc3ccccc3)ccnc2O1 (stereo unspecified)
0 | O=C(Nc1cccc(NC(=O)C2CC2)n1)C1CC1
-2 | CCN(CC(=O)Nc1cccc(OC)c1)C(=O)c1cccc(S(=O)(=O)N2CCc3ccccc32)c1
-1 | CCCCC(=O)NC(=S)NNC(=O)c1ccc(Cl)cc1Cl
4 | Cc1ccc2oc(=O)n(CC(=O)O)c2c1

Of the compounds above, 16 contain fluorine.
TbREL1 inh | molecule
0 | CC1CCCC(NC(=O)c2cc(S(=O)(=O)N3CCOCC3)ccc2F)C1C (stereo unspecified)
1 | O=C(NCc1cccnc1)c1cc(C2CCCCN2S(=O)(=O)c2ccc(F)cc2F)on1 (stereo unspecified)
3 | CCn1c(CNC(=O)c2ccccc2OC)nnc1SCC(=O)c1ccc(F)cc1
6 | FC(F)(F)c1cccc(Cn2nnnc2-c2ccc(Cl)cc2)c1
0 | O=C(CCC(=O)OCC(=O)c1ccc(C(F)(F)F)cc1)OCC(=O)c1ccc(C(F)(F)F)cc1
-2 | COc1ccc(S(=O)(=O)N2CCCCCC2)cc1C(=O)N1CCN(c2ccc(F)cc2)CC1
2 | O=C(NCc1ccccn1)Nc1ccccc1C(F)(F)F
-4 | COc1ccc(-n2c(Cc3cccn3C)nnc2SCC(=O)Nc2cccc(F)c2)cc1
2 | CN(NC1OC(=O)c2ccccc21)c1ncc(C(F)(F)F)cc1Cl (stereo unspecified)
0 | O=C(NCC(=O)N(c1ccc(F)cc1)C(C(=O)NC1CCCCC1)c1ccncc1)c1ccco1 (stereo unspecified)
-1 | Cc1nnc(NC2(C(F)(F)F)C(=O)Nc3c2c(=O)n(C)c(=O)n3C)s1 (stereo unspecified)
4 | CC(=O)C[C@H]1c2cc(C(F)(F)F)ccc2S(=O)(=O)N1Cc1ccccc1
3 | Cc1cc(CNC(=O)COc2cc(F)ccc2[N+](=O)[O-])c2ccccc2n1
3 | Cc1ccc(N(C(=O)Cn2nnc(-c3ccc(F)cc3)n2)C(CC(C)C)C(=O)NCC2CCCO2)cc1 (stereo unspecified)
0 | CS(=O)(=O)c1ccc(CNC(=O)C2(C(F)(F)F)C/C(=C/CCO)CCCO2)cc1 (stereo unspecified)
3 | O=C(Nc1cccc(C(F)(F)F)c1)C1Cc2c(-c3ccccc3Oc3ccccc3)ccnc2O1 (stereo unspecified)

Assay outcomes deposited in PubChem by The Scripps Research Institute Molecular Screening Center.
